GALK inh = galactokinase (human) inhibition | Purified GALK, Kinase-Glo residual ATP luminescence | Potency, µM (doses to about 57.5 µM), for inactives: at the highest dose activity change, negative = inhibition, actives largely listed as inhibitors | 0.007% of 270,000 active | AID 1868; further: potency means the concentration at half of the fitted maximal effect; on the % scale 0 is the no-effect control and ±100 the full control effect
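Compounds were pin-transferred into ATP buffer (35 uM final), then GALK plus galactose (5 nM, 100 uM final) was added. After 1 h at room temperature, Kinase-Glo Plus was added and luminescence read after 10 min.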
PTAP TSG101 blk = blocks PTAP/TSG101 interaction to inhibit HIV-1 budding. Fluorescence polarization, FITC-PTAP peptide / Tsg101 binding. AID 493005. Q99816. Potency, µM (series often up to 115 µM), without a hit: top-dose activity change, negative = inhibition, most hits filed as inhibitors. 340,000 tested, under 10 active; active means well fitted inhibition curve with a large enough effect in the main read-out, with a control signal flat, not every such curve was filed as active; inconclusive means small, poorly fitted or top-dose-only effect, or effect the other way, or a change in a side signal; inactive means no such curve, though single readings can be large or run the other way; further: potency means the concentration at half of the fitted maximal effect; % of control where 0% means no effect
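Fluorescence anisotropy tracks displacement of a FITC-tagged PTAP peptide (50 nM) from the Tsg101 binding domain (10 uM), following a 20 min room-temperature incubation at pH 7.5.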
Menin-MLL TR inh = displaces Texas Red mutant MLL peptide from human menin. 0.23% of 270,000 active. AID 1768. Menin + Texas Red MLL mutant peptide, fluorescence polarization. Potency, µM (top dose mostly 61.6 µM), for inactives: at the highest dose FP activity change, negative = inhibition, usual class: inhibitors; active means well fitted inhibition curve with a large enough effect in the polarisation, with a control signal flat, not every such curve was filed as active; inconclusive means small, poorly fitted or top-dose-only effect, or effect the other way, or a change in a side signal; inactive means no such curve, though single readings can be large or run the other way; the % refers to the polarisation; further: potency means the concentration at half of the fitted maximal effect; % of control where 0% means no effect; many of its hits are not listed in these tables
Giardia killer = Giardia lamblia killing; activity change, % at 7.66 µM, hits read low; AID 540267; 0.15% of 340,000 active; Giardia lamblia trophozoite viability; in the data active means activity change below about -80%; inconclusive means between about -30% and that limit;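 further: parasites exposed to compound for two days anaerobically before the ATP read; on the % scale 0 is the no-effect control and ±100 the full control effect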
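Trophozoites 100 cells/well + cpd; 48 hrs, 37 deg C, anaerobic. ATPLite 1-Step added, 15-30 min RT, luminescence read (ATP-based viability).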
PKM2 activator = PKM2 (human) enzyme activation; P14618; purified PKM2, Kinase-Glo ATP luminescence, activation; response scale: 0% is enzyme alone, no compound; Potency, µM (series often up to 57.5 µM), without a hit: at the top dose activation, usual class: activators; 0.34% of 260,000 active; AID 1631; further: potency means the concentration at half of the fitted maximal effect; on the % scale 0 is the no-effect control and ±100 the full control effect; nearly all actives have a fitted effect of over 55% in size
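Purified hPK-M2 (>95%) run at intermediate activity with 0.1 mM ADP and 0.5 mM PEP in 50 mM imidazole pH 7.2, KCl, MgCl2; 1 h room temperature. ATP formed read by Kinase-Glo luminescence; normalized to uninhibited and no-enzyme controls.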
Tb PFK inh = blocks T. brucei phosphofructokinase | O15648 | T. brucei PFK, ADP-Glo luminescence | Potency, µM (highest dose often 57.5 µM), inactives show top-dose activity, negative = inhibition, most hits filed as inhibitors | 0.17% of 330,000 active | AID 485367;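 further: potency means the concentration at half of the fitted maximal effect; 0% = uninhibited 1x PFK enzyme wells and -100% = no-enzyme wells; nearly all actives have a fitted effect of over 60% in size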
Target sequence (O15648 whole entry, looked up): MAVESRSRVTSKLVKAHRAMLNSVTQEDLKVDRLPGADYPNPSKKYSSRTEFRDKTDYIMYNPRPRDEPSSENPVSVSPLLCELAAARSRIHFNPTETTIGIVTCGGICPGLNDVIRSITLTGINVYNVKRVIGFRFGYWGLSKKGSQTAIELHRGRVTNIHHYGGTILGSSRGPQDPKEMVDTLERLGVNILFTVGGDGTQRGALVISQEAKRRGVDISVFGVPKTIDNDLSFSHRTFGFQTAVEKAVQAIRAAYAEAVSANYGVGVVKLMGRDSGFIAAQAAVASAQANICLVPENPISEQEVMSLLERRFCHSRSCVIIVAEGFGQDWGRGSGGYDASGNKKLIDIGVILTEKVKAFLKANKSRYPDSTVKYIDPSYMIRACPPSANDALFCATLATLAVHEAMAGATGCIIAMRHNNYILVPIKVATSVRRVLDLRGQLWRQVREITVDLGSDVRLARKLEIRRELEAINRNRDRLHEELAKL
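1.25 nM PFK with 0.5 mM F6P and 0.1 mM ATP in 0.1 M TEA pH 8.0, 5 mM MgCl2, incubated 45 min at room temperature; ADP measured by ADP-Glo luminescence; compounds titrated up to 57 uM.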
Coupling enz = counter-screen for Giardia aldolase inhibitors: coupling enzyme system; coupling enzyme system counterscreen, AmpLite Red fluorescence; activity change, negative = inhibition, % at 58.2 µM, hits read low; 0.67% of 290,000 active; AID 2472; in the data active means activity change below about -30%; further: on the % scale 0 is the no-effect control and ±100 the full control effect
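Fluorescence at 525 nm excitation and 598 nm emission measured inhibition of the coupled detection system without aldolase. Compounds (at 57.5 uM final) were preincubated 10 min at room temperature with coupling enzyme reagent before a 20 min substrate/AmpLite Red step.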
a7 integrin act = integrin-mediated muscular dystrophy alleviation activation. alpha7betagal myoblasts, beta-gal FDG fluorescence, 48 h. Potency, µM (series often up to 38.3 µM), inactives show at the highest dose activation, most hits filed as activators. 0.064% of 350,000 active. AID 624291;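 further: potency means the concentration at half of the fitted maximal effect; 100% = response of the positive control SU9516; nearly all actives have a fitted effect of over 60% in size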
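alpha7betagal+/- myoblasts (passage 13, 250/well) treated 48 h at 37C with compounds at 1:260 dilution of DMSO stock. Lysed, then beta-galactosidase activity read as FDG fluorescence (ex 480/em 540) after 30 min, with pre-read for autofluorescence.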
BCR signal inh = chronic active BCR signaling inhibition; ABC-DLBCL IkBa-CBG/CBR reporter, luminescence ratio, 4 h; Potency, µM (titrated, usually from 46.1 µM), for the others: at the top dose ratio change, negative = lower green/red ratio, actives largely listed as inhibitors; 0.05% of 340,000 active; AID 493014; active means well fitted inhibition curve with a large enough effect in the signal ratio, with a control signal flat, not every such curve was filed as active; inconclusive means small, poorly fitted or top-dose-only effect, or effect the other way, or a change in a side signal; the % refers to the signal ratio;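 further: potency means the concentration at half of the fitted maximal effect; plate controls were basal doxycycline-induced cells for no effect and cells given 10 µM MG132 for full effect; MG132 reads +100%, hits lower the ratio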
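Cell line TMD8 (human ABC DLBCL), stably expressing tet-inducible CBG68-IkBa fusion and CBR; IMDM/0.5% FBS; cpd up to 46 uM; dox induction, 4 h, 37C/5% CO2; dual luminescence; green/red ratio; MG132 control.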
B2AR arrestin = agonists driving beta-arrestin recruitment to human beta2-adrenergic receptor; 0.02% of 330,000 active; beta-arrestin recruitment to beta2AR, cell-based reporter; AID 492947; Potency, µM (titrated, usually from 46.1 µM), for inactives: at the top dose activation, hits mostly activators;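 further: potency means the concentration at half of the fitted maximal effect; 0% = DMSO controls and full agonism = EC100 isoproterenol or metaproterenol; nearly all actives have a fitted effect of over 65% in size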
Target sequence (P07550 whole entry, looked up): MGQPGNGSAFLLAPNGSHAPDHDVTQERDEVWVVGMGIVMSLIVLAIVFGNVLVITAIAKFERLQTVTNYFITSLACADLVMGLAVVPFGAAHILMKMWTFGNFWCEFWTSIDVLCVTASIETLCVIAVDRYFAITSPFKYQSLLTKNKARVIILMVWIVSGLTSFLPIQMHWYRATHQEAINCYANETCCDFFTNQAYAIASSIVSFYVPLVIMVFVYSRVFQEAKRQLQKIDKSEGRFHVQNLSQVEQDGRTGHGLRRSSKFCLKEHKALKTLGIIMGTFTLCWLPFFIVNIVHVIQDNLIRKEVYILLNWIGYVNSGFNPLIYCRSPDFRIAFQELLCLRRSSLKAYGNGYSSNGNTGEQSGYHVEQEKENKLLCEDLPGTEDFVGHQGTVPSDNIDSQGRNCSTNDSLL
ASM inhibitor = inhibitors of human secretory acid sphingomyelinase. placental ASM, HMU-PC fluorogenic substrate, 60 min. 0.006% of 340,000 active. AID 504937. Potency, µM (top dose mostly 57.5 µM), for the others: top-dose activity change, negative = inhibition, usual class: inhibitors; further: potency means the concentration at half of the fitted maximal effect
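Human placenta-derived ASM enzyme was preincubated with compound for 10 minutes at room temperature, then given fluorogenic substrate HMU-PC0 (9 uM final) for 60 minutes at 37 °C; a pH 10 stop preceded fluorescence reading at Ex 386/Em 447 nm.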
Active calls of the source: *; ? = inconclusive; . = no result given; [ ] = remark or other dose. Unless noted, the call rests on the fitted dose curve; in most records, active means well fitted curve in the direction sought with a large enough effect; inconclusive means small, poorly fitted or top-dose-only effect, or another doubt; inactive means no such curve, though single readings can be large; an effect the other way counts as inactive or inconclusive. This is a subset; rates above refer to the full screens.

Assay codes: A = GALK inh; B = PTAP TSG101 blk; C = Menin-MLL TR inh; D = Giardia killer; E = PKM2 activator; F = Tb PFK inh; G = Coupling enz; H = a7 integrin act; I = BCR signal inh; J = B2AR arrestin; K = ASM inhibitor
SMILES: CC(=O)c1cccc(N=Nc2c(-c3ccccc3)[nH]n(-c3ccccc3)c2=O)c1
  A: 4%	B: 2%	C: ?	D: -7	E: -3%	F: 0%	G: -3	H: -5%	I: 10%	J: -0.4%	K: -14%
SMILES: CCOc1ccc(S(=O)(=O)N2CCN(C(=O)c3cccn3C)CC2)cc1
  A: 0%	B: -2%	C: 3%	D: -7	E: 2%	F: 0%	G: 7	H: -11%	I: ?	J: 0.2%	K: -1%
SMILES: O=C(Nc1ccccc1N1CCCCC1)c1ccccc1F
  A: 2%	B: 2%	C: 14%	D: 3	E: -16%	F: 2%	G: -2	H: -15%	I: ?	J: -0.1%	K: -9%
SMILES: CCCc1nc(Cl)c(C#N)c2c1CCCC2
  A: 0%	B: -4%	C: 2%	D: 34[activator]	E: 3%	F: 6%	G: 7	H: 0%	I: 19%	J: -0.1%	K: -4%
SMILES: C/C(=N\NC(=O)C1CCCN(S(=O)(=O)c2ccccc2)C1)c1cccnc1 (stereo not drawn)
  A: -2%	B: -2%	C: -8%	D: -17	E: -13%	F: -7%	G: 1	H: -1%	I: -7%	J: -0.4%	K: -1%
SMILES: Cc1ccc(-c2cc(C(F)(F)F)n3ncc(C(=O)N4CCCc5ccccc54)c3n2)cc1
  A: -4%	B: 0%	C: -7%	D: 5	E: 1%	F: -1%	G: 0	H: ?	I: -3%	J: 0.2%	K: 1%
SMILES: CC(C)N(CCO)C(=O)CCc1nnc(Cc2cccc(C(F)(F)F)c2)o1
  A: -4%	B: 0%	C: -2%	D: -11	E: 0%	F: -12%	G: 1	H: -1%	I: -10%	J: 0.3%	K: 1%
SMILES: O=[N+]([O-])c1cccc(/C=C2\CCC(/C=N/Nc3ccc4ccccc4n3)=C2N2CCOCC2)c1
  A: 1%	B: 2%	C: 2%	D: 3	E: 11%	F: 4%	G: 3	H: 4%	I: -5%	J: -0.9%	K: -11%
SMILES: Cc1cc(C)n(CC(=O)N2c3ccccc3Sc3ccccc32)n1
  A: -1%	B: -5%	C: -15%	D: 2	E: 7%	F: -8%	G: 2	H: -20%	I: 2%	J: -0.3%	K: -2%
SMILES: CCc1nnc(NS(=O)(=O)c2ccc(N/C=C\C(=O)c3cccc(OC)c3)cc2)s1
  A: -2%	B: 0%	C: ?	D: 1	E: 1%	F: 5%	G: 6	H: 0%	I: -12%	J: -0.8%	K: 149%[activator]
SMILES: COc1ccc(OC)c(-n2nnnc2SCC(=O)NCCc2ccccc2)c1
  A: -1%	B: -8%	C: 6%	D: -8	E: -12%	F: 5%	G: 9	H: 22%	I: 0%	J: -0.2%	K: 3%
SMILES: Cc1nc(-c2coc3c(CN(C)C)c(O)ccc3c2=O)cs1
  A: 3%	B: -10%	C: ?	D: -1	E: 2%	F: 1%	G: -5	H: 10%	I: 1%	J: -0.4%	K: 72%[activator]
SMILES: CCc1ccccc1NC(=O)COc1ccc(C(=S)N2CCCC2)cc1
  A: 2%	B: -1%	C: 0%	D: 3	E: 6%	F: -9%	G: 1	H: -9%	I: -1%	J: -1.0%	K: 0%
SMILES: CCCCN(C(=O)c1ccc2c(c1)OCO2)c1ccccc1
  A: -1%	B: -2%	C: -21%	D: -4	E: 1%	F: -6%	G: 10	H: 1%	I: 4%	J: -0.1%	K: 7%
SMILES: CC(c1ccco1)N(C(=O)c1cccs1)c1ccccn1 (stereo not drawn)
  A: 0%	B: -2%	C: 2%	D: -8	E: 2%	F: 3%	G: 2	H: 0%	I: -7%	J: 0.1%	K: -2%
SMILES: Cc1ccc(C2=NN(C(=O)CCC(=O)O)C(c3ccc4c(c3)OCO4)C2)cc1 (stereo not drawn)
  A: -1%	B: -4%	C: -16%	D: -19	E: 2%	F: 1%	G: 4	H: -18%	I: 10%	J: -0.5%	K: 2%
SMILES: COc1cccc(C(=O)Nc2cccc(-c3ccc4nncn4n3)c2)c1OC
  A: 0%	B: 0%	C: 8%	D: -8	E: 7%	F: -5%	G: 0	H: -7%	I: ?	J: 0.2%	K: -1%
SMILES: O=C(Cn1cc2c(n1)CCCCC2)Nc1ccccc1Br
  A: -2%	B: -8%	C: .	D: 7	E: -3%	F: 1%	G: 0	H: 0%	I: 6%	J: -0.7%	K: 1%
SMILES: O=C(O)c1ccc(-n2nnnc2Oc2ccccc2C(=O)N2CCOCC2)cc1
  A: -1%	B: -3%	C: -10%	D: 11	E: 3%	F: 3%	G: -4	H: 8%	I: ?	J: 0.5%	K: -1%
SMILES: CC(C(=O)OCc1nnc(-c2ccccc2)o1)N1C(=O)C2CCCCC2C1=O (stereo not drawn)
  A: 0%	B: -2%	C: -25%	D: 25	E: 4%	F: 17%	G: 5	H: -15%	I: ?	J: -0.1%	K: 2%
SMILES: CCS(=O)(=O)c1nc(S(=O)(=O)c2ccc(Cl)cc2)c(NCCN2CCOCC2)s1
  A: -9%	B: -3%	C: -28%	D: -17	E: .	F: 2%	G: 1	H: -4%	I: 2%	J: -0.3%	K: -2%
SMILES: CCN(CC)C(=O)n1cnc(-c2ccccc2)c1-c1ccccc1
  A: 2%	B: -11%	C: -2%	D: -19	E: 2%	F: -9%	G: 1	H: -22%	I: -2%	J: -0.5%	K: 2%
SMILES: CCSCCc1nnc(NC(=O)Nc2cccc(C(F)(F)F)c2)s1
  A: 1%	B: 0%	C: ?	D: -14	E: 3%	F: 0%	G: 1	H: -60%[inhibitor]	I: 22%	J: 0.5%	K: -3%
SMILES: COc1cc2c(cc1NC(=O)Nc1ccc(C)cc1)oc1ccccc12
  A: -3%	B: -3%	C: ?	D: -9	E: -2%	F: 0%	G: -2	H: 0%	I: ?	J: -0.1%	K: -13%
SMILES: O=C(CCc1nc2ccccc2c(=O)[nH]1)Nc1cccc(S(=O)(=O)N2CCCCC2)c1
  A: .	B: -4%	C: .	D: 0	E: .	F: -3%	G: .	H: 9%	I: ?	J: -0.1%	K: -2%
SMILES: NS(=O)(=O)c1cccc(NC(=O)Cn2nc(C(=O)O)c3ccccc3c2=O)c1
  A: -4%	B: -6%	C: 0%	D: ?	E: .	F: 0%	G: -1	H: -8%	I: 0%	J: 0.0%	K: 3%
SMILES: O=C(Nc1nc(C2C3CC4CC(C3)CC2C4)cs1)c1cc2cc([N+](=O)[O-])ccc2oc1=O (stereo not drawn)
  A: 0%	B: -1%	C: 1%	D: 10	E: 0%	F: -1%	G: 0	H: 19%	I: 3%	J: -0.4%	K: 5%
SMILES: CCCOc1ccccc1C1NC(=O)NC(C)=C1C(=O)OCCOCC (stereo not drawn)
  A: 2%	B: -2%	C: -15%	D: 18	E: 1%	F: -9%	G: 2	H: 10%	I: 7%	J: -1.2%	K: 3%
SMILES: Cc1ccc(CSCCNS(C)(=O)=O)cc1
  A: -2%	B: -5%	C: -5%	D: -18	E: -1%	F: 2%	G: 2	H: -1%	I: -8%	J: 0.1%	K: 6%
SMILES: Cc1ccc(NC(=S)NNc2ncc(C(F)(F)F)cc2Cl)cc1
  A: 0%	B: -2%	C: 3%	D: -9	E: -17%	F: 7%	G: 2	H: -25%	I: 9%	J: -0.3%	K: 0%
SMILES: O=C(O)c1ccc2c(=O)[nH]c(CCl)nc2c1
  A: -1%	B: -2%	C: -9%	D: 3	E: 5%	F: 7%	G: -2	H: 4%	I: ?	J: 0.3%	K: 13%
SMILES: O=S(=O)(Nc1cccc(-c2nc3cccnc3s2)c1)c1cccs1
  A: 1%	B: -5%	C: .	D: -14	E: 2%	F: 3%	G: 4	H: 1%	I: 2%	J: -0.4%	K: 2%

3 compounds from above with just B2AR arrestin, GALK inh and Tb PFK inh:
structure	B2AR arrestin	GALK inh	Tb PFK inh
CCSCCc1nnc(NC(=O)Nc2cccc(C(F)(F)F)c2)s1	0.5%	1%	0%
COc1cc2c(cc1NC(=O)Nc1ccc(C)cc1)oc1ccccc12	-0.1%	-3%	0%
O=C(CCc1nc2ccccc2c(=O)[nH]1)Nc1cccc(S(=O)(=O)N2CCCCC2)c1	-0.1%	.	-3%
